Kir21 block: blocks the mouse Kir2.1 inward-rectifier potassium channel; P35561; HEK293-Kir2.1, FluxOR thallium flux fluorescence; active compounds read low; B-score at 10 µM; 0.85% of 310,000 active; AID 1672;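 active = fluorescence ratio B-score at or below minus 3 SD of library scores, with starting-brightness B-score within 2 SD, cut at about -4.2 in these data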;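 also: channel flux triggered by added potassium and thallium sulfate stimulus; B-score of peak minus minimum fluorescence over baseline after thallium stimulus; more negative B-score means stronger Kir2.1 block with less thallium influx; some compounds called inactive have numbers as strong as hits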
KCNQ2 inh: KCNQ2 channel blockers in CHO-K1 cells – cell-based, FluxOR thallium flux, B-score, primary screen (AID 2156). B-score at 10 µM. 20 min; active compounds read low. 1.1% of 310,000 active. O88943;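 active = fluorescence ratio B-score at most minus 3 library SDs, with starting brightness B-score within 2 library SDs, cut at about -5.5 in these data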
Target sequence (O88943 whole entry, looked up): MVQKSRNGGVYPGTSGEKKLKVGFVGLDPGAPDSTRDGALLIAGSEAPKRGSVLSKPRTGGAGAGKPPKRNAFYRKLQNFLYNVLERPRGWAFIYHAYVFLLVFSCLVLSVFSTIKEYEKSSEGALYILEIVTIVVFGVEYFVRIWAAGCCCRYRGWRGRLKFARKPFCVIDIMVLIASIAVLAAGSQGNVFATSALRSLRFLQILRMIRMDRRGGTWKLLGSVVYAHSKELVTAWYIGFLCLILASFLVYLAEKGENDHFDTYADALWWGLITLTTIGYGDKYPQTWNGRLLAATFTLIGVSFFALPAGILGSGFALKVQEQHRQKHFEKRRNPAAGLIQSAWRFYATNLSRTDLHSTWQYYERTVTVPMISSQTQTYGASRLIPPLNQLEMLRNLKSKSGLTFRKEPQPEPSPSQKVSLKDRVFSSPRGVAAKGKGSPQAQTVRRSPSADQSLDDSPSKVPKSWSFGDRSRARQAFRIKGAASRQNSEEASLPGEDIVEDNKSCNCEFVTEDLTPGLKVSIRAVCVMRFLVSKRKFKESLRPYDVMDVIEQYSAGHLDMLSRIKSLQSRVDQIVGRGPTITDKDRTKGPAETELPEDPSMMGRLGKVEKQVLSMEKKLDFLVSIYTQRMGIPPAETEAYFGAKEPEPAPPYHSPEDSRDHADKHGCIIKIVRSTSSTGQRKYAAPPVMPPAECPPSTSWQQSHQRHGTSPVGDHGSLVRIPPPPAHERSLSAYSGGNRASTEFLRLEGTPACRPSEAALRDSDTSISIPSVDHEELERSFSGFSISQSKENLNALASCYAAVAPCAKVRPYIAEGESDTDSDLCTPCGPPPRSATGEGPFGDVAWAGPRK
* marks the source's active call; other numbers are inactive results; i = inactive.

Below each SMILES: Kir21 block | KCNQ2 inh
> CCc1c(C)nc(SCc2ccccn2)[nH]c1=O
→ -0.17 | i
> Cc1ccc(NC(=O)c2c3c(nc4ccccc24)CCC3)cc1
→ 1.7 | i
> Cc1oc(-c2cccs2)nc1CN1CCC(c2ccccc2)CC1
→ -0.1 | i
> O=C(NCc1ccccc1)Nc1cc(Cl)ccc1Cl
→ 0.74 | i
> Cc1cc([N+](=O)[O-])ccc1NC(=O)c1cncc(Br)c1
→ -2 | i
> Cc1cc(C)c(NC(=S)NC(CO)(CO)CO)c(C)c1
→ 0.73 | i
> C=CCN(CC=C)CC(O)CN(c1cc([N+](=O)[O-])ccc1OC)S(=O)(=O)c1ccccc1 (stereo unspecified)
→ 0.11 | i
> Cc1ccc(Nc2nc(-c3ccc(C)cc3)c(CC(=O)O)s2)cc1
→ -0.97 | i
> O=[N+]([O-])c1ccc(/C=N/Nc2nc(N3CCCCC3)nc(N3CCCCC3)n2)o1
→ 0.06 | -5.6*
> CC(=O)N1c2ccc(S(=O)(=O)NCC3CCC(C(=O)NCc4ccco4)CC3)cc2CC1C (stereo unspecified)
→ 0 | i
> COc1ccc(-c2c[n+]3c(n2-c2ccccc2)SCC3)cc1
→ -0.5 | i
> Cc1cccc(N2C(=O)CC(Sc3nc(-c4ccccc4)c4cc(Cl)ccc4n3)C2=O)c1 (stereo unspecified)
→ 0.32 | i
> CCN(CC)S(=O)(=O)c1ccc(N2CCN(CCOc3ccc(OC)cc3)CC2)nc1
→ -0.33 | i
> COc1ccc(S(=O)(=O)N(C)CC(=O)NCCC2=CCCCC2)cc1C
→ -2.5 | i
> CC1(C)CNC(=O)CC(C)(C)N1O
→ 2.3 | i
> COc1ccc(Br)c(C(=O)Nc2cccc(Cl)c2Cl)c1
→ -0.4 | i
> CN(C)CCN1C(=O)C(=O)/C(=C(/O)c2ccc(S(=O)(=O)N3CCOCC3)cc2)C1c1ccccc1 (stereo unspecified)
→ 3.6 | i
> Cc1nn(-c2ccccc2)c(N)c1C(O)(CC(=O)C(F)(F)F)C(F)(F)F (stereo unspecified)
→ 0.21 | i
> Cc1cc(C)c(S(=O)(=O)NCCc2ccccc2)c(C)c1
→ -10* | i
> COc1ccc(CN2CCN(CCCc3ccccc3)C(CCO)C2)c(OC)c1 (stereo unspecified)
→ 0.38 | i
> Cc1ccc2c(c1)NC(=O)c1cc([N+](=O)[O-])ccc1O2
→ 2.6 | i
> N#Cc1cn(CCOC(=O)c2cccc(C(F)(F)F)c2)c(=O)[nH]c1=O
→ -0.85 | i
> COc1ccc(OCCN(C)Cc2c(O)ccc3ccccc23)cc1
→ -0.69 | i
> COc1cccc(C(=O)O/N=C(\N)c2ccccn2)c1OC
→ 1.2 | i
> Oc1c(Cl)cc(Cl)cc1C(C#Cc1ccccc1)N1CCOCC1 (stereo unspecified)
→ -1.2 | i
> CCCCNC(=O)COC(=O)c1ccc(F)cc1Cl
→ 1.5 | i
> CC(C)NC(=O)c1sc2nc(-c3cccs3)cc(-c3cccs3)c2c1N
→ 2 | i
> CC(C)NC(=O)c1noc2cc([N+](=O)[O-])ccc12
→ -0.64 | i
> CN(C)S(=O)(=O)c1cccc(NC(=O)CC23CC4CC(CC(C4)C2)C3)c1
→ 2.5 | i
> CC(C)CCCN1C(Nc2ccccc2)=NC[C@@H]1Cc1ccccc1
→ -3.8 | i
> CCCS(=O)(=O)c1cscc1NC(=O)c1c(-c2c(F)cccc2Cl)noc1C
→ 0.29 | i
> CC(C)(C)c1cc(NC(=O)CSc2nncs2)n(-c2ccccc2)n1
→ -1.4 | i
> CCn1c(O)c(/C=N/N=C2CCCC2)c2ccc(C3=NNC(=O)CC3)cc21
→ -3.1 | i
> COCCN(CCOC)c1ncnc2c1cnn2-c1ccc(Cl)cc1
→ -0.66 | i
> CC(C)c1ccccc1N=C1SCCCN1C(=O)c1cccc(N2C(=O)CCC2=O)c1
→ -0.87 | i
> Cc1ccc(S(=O)(=O)Nc2cccc3cccnc23)c([N+](=O)[O-])c1
→ -1.1 | i
> CCOC(=O)CSc1nc2cc(C(=O)NCc3ccco3)ccc2c(=O)n1-c1ccc(F)cc1
→ -1.1 | i
> CC(=O)Nc1ccc(-c2nnc(SCc3c(C)cc(C)cc3C)n2C)cc1
→ -0.24 | i
> COc1ccc(Cl)cc1NC(=O)Nc1ccc(C(=O)N2CCCC2)cc1
→ -1.8 | i
> COc1cccc(/C=N/Nc2ncnc(N)c2[N+](=O)[O-])c1OC
→ 0.02 | i
> Cc1cccc(C)c1NC(=O)CSC(=S)N1CCCC1
→ 0.39 | i
> CCOCCCNC(=O)C(c1ccc(OC)cc1)N(Cc1ccc2c(c1)OCO2)C(=O)c1ccccc1O (stereo unspecified)
→ -0.23 | i
> Cc1ccc(C(=O)N/C(=C\c2ccc(Cl)cc2)C(=O)NCCCN2CCOCC2)cc1
→ -0.02 | i
> CC(C)(C)NC(=O)COC(=O)c1cc(Br)ccc1Cl
→ -1.1 | i
> CC1CN(C(=O)C2(C)CC2(Cl)Cl)CC(C)O1 (stereo unspecified)
→ 1.9 | i
> CC(=O)c1ccc(NC2OC(C)C(O)C(O)C2O)cc1 (stereo unspecified)
→ 0.59 | i
> Cc1noc(NS(=O)(=O)c2ccc(NC(=O)CSc3nc4c(cc3C#N)CCC4)cc2)c1C
→ -0.83 | i
> CC(=O)N1CCN(c2ccc(NC(=O)c3ccc(C)c([N+](=O)[O-])c3)cc2)CC1
→ -0.1 | i
> O=C(CNC(c1ccccc1)c1ccccc1)Nc1c(F)cccc1F
→ -2.1 | i
> O=C(c1ccccc1)c1cccn1CC(=O)N1CCN(c2ccccc2)CC1
→ -0.82 | i
> CC(C)(C)C(=O)OCc1nc(-c2ccc(O)c(O)c2)cs1
→ 0.07 | i
> CCCOc1ccc(/C=C/c2[nH]c(=O)[nH]c(=O)c2[N+](=O)[O-])cc1OCC
→ 1.1 | i
> CNc1sc(C(=O)c2ccccc2F)c(N)c1-c1nc2ccccc2s1
→ -1.2 | i
> COC(=O)c1cccc(NC(=O)NC(=O)c2ccc(Cl)cc2)c1
→ 0.28 | i
> COC(=O)CCCCCN1C(=O)NC(C2CC2)C(C(=O)OCc2ccccc2)=C1C (stereo unspecified)
→ -1.5 | i
> O=C(CN(Cc1ccccc1F)C(=O)c1csnn1)NC1CCCCC1
→ -1.4 | i
> O=C(NCCCn1ccnc1)c1cc(C2CC2)on1
→ 0.83 | i
> Cc1nc(=S)c2c([nH]1)-c1ccccc1CC21CCCCC1
→ 0.09 | i
> COc1ccc(-c2ocnc2C(=O)N2CCN(C(c3ccccc3)c3ccccc3)CC2)cc1
→ -0.1 | i
> COc1ccccc1NC(=O)COc1ccc(C(=O)OCC(=O)N2CCCC2=O)cc1OC
→ -0.49 | i

Kir21 block, what is marked active above
Below each SMILES: Kir21 block | KCNQ2 inh
> Cc1cc(C)c(S(=O)(=O)NCCc2ccccc2)c(C)c1
→ -10* | i

Among those listed so far, three have bromine:
Below each SMILES: Kir21 block | KCNQ2 inh
> Cc1cc([N+](=O)[O-])ccc1NC(=O)c1cncc(Br)c1
→ -2 | i
> COc1ccc(Br)c(C(=O)Nc2cccc(Cl)c2Cl)c1
→ -0.4 | i
> CC(C)(C)NC(=O)COC(=O)c1cc(Br)ccc1Cl
→ -1.1 | i

Next section:
Below each SMILES: Kir21 block | KCNQ2 inh
> CCC(CC)c1nnc(NC(=O)C2=NNC(=O)CC2)s1
→ 0.29 | i
> Cc1cc(-c2ccccc2C(=O)Nc2ccccc2O)on1
→ -0.85 | i
> COc1cccc(C(=O)NCC(C)(C)SCc2ccc(F)cc2)c1
→ 0.37 | i
> Cc1oc2ccc(Br)cc2c(=O)c1-c1nn[nH]n1
→ -0.06 | i
> COCCn1c(Br)nc2c1c(=O)n(C)c(=O)n2C
→ -0.39 | i
> Cc1onc(-c2ccccc2Cl)c1C(=O)Oc1cccc2cccnc12
→ -3.4 | i
> O=C1OCCC1Sc1nnc(-c2ccc3c(c2)OCO3)n1-c1ccccc1 (stereo unspecified)
→ -0.02 | i
> COC(=O)C1CCN(C(=O)COC(=O)Cn2cnnn2)CC1
→ 1.1 | i
> O=C(COc1ccc(C(=O)c2ccccc2)cc1)Nc1ncccc1O
→ 0 | i
> Clc1ccccc1-c1ccc(/C=N/Nc2nncc(-c3ccccc3)n2)o1
→ -0.14 | i
> COc1cc(Nc2ncnc(N)n2)cc(OC)c1OC
→ 0.42 | i
> Cn1ncc(Br)c1C(=O)N/N=C/c1ccc(OS(=O)(=O)c2ccccc2)cc1
→ 1.3 | i
> CC(=O)c1cc(C(=O)Nc2ccc3ccccc3c2)c(C)o1
→ 2.8 | i
> CNCc1ccc(OCc2ccccc2)c(OC)c1
→ 0.24 | i
> Cc1ccc(-c2nc3cnccn3c2Nc2ccc3c(c2)OCO3)cc1
→ -2.4 | i
> O=C(Nc1ccc(F)cc1)c1cccnc1N1CCOCC1
→ -0.52 | i
> O=C1NC2c3ccccc3CC2O1 (stereo unspecified)
→ 1.7 | i
> CCOC(=O)C1CCN(S(=O)(=O)c2c(C)[nH]c(C)c2C(=O)N2CCCCC2)CC1
→ -0.88 | i
> Cc1nc2ccccc2nc1OCC(=O)NCC(F)(F)F
→ 0.01 | i
> O=C(Nc1cccc(Cl)c1)OCc1cncs1
→ 0.91 | i
> Cc1ccccc1NC(=S)N(CCCN1CCOCC1)Cc1cccnc1
→ 1.7 | i
> Cc1onc(-c2ccc(Cl)cc2)c1-c1ccnn1S(=O)(=O)c1ccc(Cl)cc1
→ 1.3 | i
> COCCN(C(=O)Nc1ccccc1)C(C)c1cccnc1 (stereo unspecified)
→ 0.53 | i
> COc1cc(C(=S)N2CCOCC2)cc(OC)c1OS(=O)(=O)c1ccc(NC(C)=O)cc1
→ 0.49 | i
> Cc1cccc(C(=O)NC(=S)N2CCc3ccccc3C2)c1
→ 1.1 | i
> Cc1cccc(NC(=S)NNC(=O)c2sccc2C)c1
→ -0.75 | i
> COc1cccc(CNC(=O)CCC2CCCN(C(=O)CCn3cncn3)C2)c1 (stereo unspecified)
→ 0.07 | i
> CCCCCC(=O)Nc1cccc(C2=NOC3(C2)C[C@@H](C(N)=O)N(C(=O)C2(C)CC2)C3)c1 (stereo partly specified)
→ 0.12 | i
> CCOC(=O)N1CCN(C(=O)c2ccc3c(=O)n(-c4ccc(OC)cc4OC)c(=S)[nH]c3c2)CC1
→ 0.27 | i
> CSc1nc(N2CCCC2)c2c(c1C#N)CC(C)(C)OC2
→ 0.55 | i
> COc1ccccc1N1CCN(C(=O)CCCN2C(=O)c3cccc4cccc(c34)C2=O)CC1
→ 0.99 | i
> O=C(NCCc1csc(-c2cccnc2)n1)c1ccco1
→ 1.8 | i
> CCn1c(C)nc2cc(C(=O)N/N=C(\C)c3ccccc3O)ccc21
→ 0.02 | i
> CC1(C)Cc2c(C#N)c(N3CCOCC3)nc(Cc3ccccc3)c2CO1
→ -1.1 | i
> O=C(CSC1=NS(=O)(=O)c2cc(F)ccc2N1)NCc1ccc(F)cc1
→ -0.02 | i
> Cc1ccccc1-c1nnc(SCc2ccccc2)o1
→ 0.22 | i
> O=C(CN1C(=O)NC2(CCOc3ccccc32)C1=O)Nc1ccc2c(c1)OCCO2 (stereo unspecified)
→ 0.33 | i
> Cc1ccn2c(C(=O)CSc3ccc(Cl)cc3Cl)c(C)nc2c1
→ 2.2 | i
> CCN(Cc1nc(-c2ccccc2)no1)C(=O)c1ccoc1C
→ 0.2 | i
> COc1ccccc1NC(=O)N(C1CCCC1)C1CCN(C(C)=O)CC1
→ 1.1 | i
> CC(C)(C)n1nnnc1C(c1ccc2ncccc2c1)N1CCC(O)CC1 (stereo unspecified)
→ 0.56 | i
> COC(=O)c1ccccc1NC(=O)CN(C)S(=O)(=O)c1ccc(OC)cc1
→ -1.4 | i
> Cc1ccc(C2C(N)C(=O)N2c2ccc(C)cc2)cc1 (stereo unspecified)
→ 1.3 | i
> COc1ccc(Br)cc1C1Nc2cccc3cccc(c23)N1
→ 1.4 | i
> Cc1ccc(NC(=O)NCCN2CCCCC2)cc1Cl
→ -0.3 | i
> Cc1nc(OCc2ccccc2)c2sc3nc4c(cc3c2n1)COC(C)(C)C4
→ 1.2 | i
> C[n+]1ccn(CC(=O)c2cc(C(C)(C)C)c(O)c(C(C)(C)C)c2)c1
→ -0.11 | i
> CCc1cccc(NC2c3ccccc3C(=O)N2c2ccc(C)cn2)c1 (stereo unspecified)
→ 0.52 | -7.5*
> O=C(CSc1nc2ccccc2c(=O)[nH]1)Nc1ccccc1C(F)(F)F
→ 0.14 | i
> CN(C(=O)COC(=O)c1ccc([N+](=O)[O-])cc1)c1ccccc1
→ -0.04 | i
> COc1cccc(OCC(=O)N2CCC3(CC2)CC(=O)c2ccccc2O3)c1
→ 0.19 | i
> O=C(N/N=C/c1sc(N2CCOCC2)nc1-c1ccccc1)c1cccc(S(=O)(=O)N2CCOCC2)c1
→ -1.1 | i
> C[C@@]12CC(=O)NC1N(C(=O)c1cccc(C(F)(F)F)c1)C(c1ccccc1OC(=O)c1cccc(C(F)(F)F)c1)C2 (stereo partly specified)
→ 0.01 | i
> CCCc1cc(C(=O)Nc2ccc(OC)cc2[N+](=O)[O-])cs1
→ 0.1 | i
> O=S(=O)(c1cccc2cccnc12)N(CCO)CCO
→ 2.7 | i
> CN1C(=O)CC(n2c(CO)nc3ccccc32)C1=O (stereo unspecified)
→ -0.2 | i
> CS(=O)(=O)N(CCc1ccccc1)CC(=O)NCc1ccco1
→ -0.11 | i
> O=C(c1ccccc1F)n1c2c(c3ccccc31)CCCC2
→ 0.16 | i
> O=C(NC1CCN(S(=O)(=O)c2ccccc2C(F)(F)F)CC1)c1ccco1
→ 0.63 | i
> CCN(CC)CCNC(=O)c1cccc(NC(=O)C(=O)c2cc(Br)ccc2NC(C)=O)c1
→ 0.22 | i
> CCCC(=O)Nc1ccc(C(=O)NCCCn2ccnc2)cc1
→ 1.3 | i
> O=C1OCC/C1=C\c1ccccc1O
→ 0.05 | i
> CC(=O)Nc1ccc(OCC[n+]2cccc(C(N)=O)c2)cc1
→ 0.75 | i

Screening results deposited in PubChem by Johns Hopkins Ion Channel Center.

Hits appear at their usual frequency, and some 1.8% of all compounds hit somewhere here.
